Source: PubChem BioAssay
SW480 rereplic = induces DNA re-replication in SW480 colon adenocarcinoma cells. SW480 DNA re-replication, Hoechst DNA content imaging, 48 h. Potency, µM (doses to about 46.1 µM), for the others: at the highest dose re-replication activation, actives largely listed as activators. hit rate 1.8% among 340,000. AID 624297; further: potency means the concentration at half of the fitted maximal effect; % of control where 0% means no effect; nearly all actives have a fitted effect of over 55% in size
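SW480 cells exposed to compounds for 48 hr at 37 C, 5% CO2, then Hoechst-stained 40 min. Nuclear DNA content imaged by fluorescence scanning (405 nm excitation, 500-530 nm emission); re-replication scored as increased high-intensity nuclei.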
DRD3 antagonist = D3 dopamine receptor (human) antagonism. P35462. D3R cells, DiscoveRx beta-arrestin luminescence, antagonist mode; hits give low values. max response, negative = inhibition, %. hit rate 2.5% among 360,000. AID 652054; in the data active means max response below about -50%; inconclusive means no clear call, values can overlap the other calls; further: on the % scale 0 is the no-effect control and ±100 the full control effect; mostly tested at two doses, the higher about 12 µM
Target sequence (P35462 whole entry, looked up): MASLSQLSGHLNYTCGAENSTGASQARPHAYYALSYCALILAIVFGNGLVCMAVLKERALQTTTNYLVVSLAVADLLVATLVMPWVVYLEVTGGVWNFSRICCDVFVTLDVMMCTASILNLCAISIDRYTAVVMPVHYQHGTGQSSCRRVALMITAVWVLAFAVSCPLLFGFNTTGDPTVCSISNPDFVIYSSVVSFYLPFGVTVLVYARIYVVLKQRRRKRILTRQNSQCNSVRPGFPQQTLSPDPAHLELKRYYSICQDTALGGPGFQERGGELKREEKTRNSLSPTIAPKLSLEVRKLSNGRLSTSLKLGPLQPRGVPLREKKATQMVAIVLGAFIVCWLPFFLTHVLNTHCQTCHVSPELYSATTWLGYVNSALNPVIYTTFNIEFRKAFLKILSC
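Cells plated overnight at 1500 cells/well, then exposed to library compounds with dopamine controls for 90 minutes at 37 degrees C. DiscoveRx reagent added for 30–60 minutes at room temperature; luminescence read, quantitative HTS format.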
IL1B secr inh = blocks inflammasome-driven IL-1 beta release | activity change, % at 57.5 µM | hit rate 4.7% among 360,000 | THP-1 LPS/ATP IL-1B secretion, AlphaLISA, 16 h; hits give low values; in the data active means activity change below about -50%; inconclusive means mostly about -30% to -49%; further: on the % scale 0 is the no-effect control and ±100 the full control effect
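Secreted IL-1B measured by AlphaLISA bead assay after 16 h compound exposure of THP-1 cells; compounds (final up to 57.5 uM) added 1 h before LPS (250 ng/mL) and ATP (1.25 mM) stimulation; lower signal means less secretion.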
KB-3-1 cytotox = kills parental KB-3-1 adenocarcinoma cells | KB-3-1 viability, CellTiter-Glo ATP luminescence, 72 h | Potency, µM (doses to about 46.1 µM), inactives show at the highest dose activity change, negative = cytotoxic, most hits filed as cytotoxic | hit rate 1.4% among 400,000; further: potency means the concentration at half of the fitted maximal effect; on the % scale 0 is the no-effect control and ±100 the full control effect; nearly all actives have a fitted effect of over 60% in size
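Cytotoxicity in the drug-sensitive parental line KB-3-1 was scored as loss of CellTiter-Glo luminescence following 72 h incubation with compound. Values come from curve fitting of normalized concentration-response data.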
GLP1R ag = agonists of human GLP-1 receptor; P43220; Potency, µM (titrated, usually from 45.6 µM), for inactives: top-dose activation, hits mostly activators; HEK293 GLP-1R CRE-luciferase, luminescence, 4-6 h; cells express a hypersensitive GLP-1R form; hit rate 0.007% among 380,000; further: potency means the concentration at half of the fitted maximal effect; % of control where 0% means no effect
Target sequence (P43220 whole entry, looked up): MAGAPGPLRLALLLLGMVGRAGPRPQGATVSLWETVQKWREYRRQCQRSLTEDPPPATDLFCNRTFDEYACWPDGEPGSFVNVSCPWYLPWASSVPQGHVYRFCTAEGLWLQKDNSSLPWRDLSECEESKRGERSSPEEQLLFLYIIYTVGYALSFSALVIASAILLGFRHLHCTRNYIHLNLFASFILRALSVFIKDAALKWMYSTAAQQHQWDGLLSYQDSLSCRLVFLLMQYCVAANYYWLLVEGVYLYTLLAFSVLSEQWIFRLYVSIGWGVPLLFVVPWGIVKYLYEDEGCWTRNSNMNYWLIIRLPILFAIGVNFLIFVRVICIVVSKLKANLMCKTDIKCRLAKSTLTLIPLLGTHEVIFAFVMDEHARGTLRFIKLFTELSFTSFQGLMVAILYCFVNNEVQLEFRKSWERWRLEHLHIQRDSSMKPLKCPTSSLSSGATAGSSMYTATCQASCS
D3 ag = agonists of human D3 dopamine receptor; hit rate 0.58% among 410,000; P35462; D3R DiscoveRx beta-arrestin cells, luminescence, 90 min; max activation, %; in the data active means max activation above about 30%; further: 0% is about no effect; mostly tested at two doses, the higher about 12 µM
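Cells at 1500/well, incubated overnight, then treated with pinned compounds (dopamine as control) for 90 min at 37 degrees C. DiscoveRx reagent added for 30 - 60 minutes at room temperature; luminescence read.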
KB-V1 MDR tox = KB-V1 MDR subline cytotoxicity | KB-V1 MDR cells viability, CellTiter-Glo, 72 h | Potency, µM (doses to about 46.1 µM), inactives show at the highest dose activity change, negative = cytotoxicity, usual class: cytotoxic | hit rate 3.4% among 400,000 | AID 1347076; further: potency means the concentration at half of the fitted maximal effect; on the % scale 0 is the no-effect control and ±100 the full control effect; nearly all actives have a fitted effect of over 60% in size
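Luminescent ATP read-out (CellTiter-Glo, 10 min) measures survival of drug-selected KB-V1 MDR cells after 72 h, 37 degrees C compound exposure. Medium: phenol-red-free DMEM, 10% FBS. Values from fitted concentration-response curves.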
HT1080 IDH1KD tx = kills HT-1080 cells with IDH1 knockdown; Potency, µM (series often up to 46.1 µM), for the others: top-dose activity, negative = toxicity, hits mostly cytotoxic; hit rate 2% among 360,000; HT-1080 IDH1 knockdown viability, ATP luminescence, 48 h;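 further: potency means the concentration at half of the fitted maximal effect; 0% = DMSO wells and -100% = cell-free medium wells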
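HT-1080-IDH1KD cells (IDH1 knocked down), 750/well in RPMI with 5% FBS, treated with compound 48 h at 37 degrees C. Viability by CellTiter-Glo luminescence, normalised to DMSO and no-cell wells; concentration-response curves classed.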
HT1080-NT tox = kills 2HG-producing HT-1080-NT fibrosarcoma cells. HT-1080-NT fibrosarcoma viability, CellTiter-Glo ATP luminescence, 48 h. Potency, µM (top dose mostly 46.1 µM), for inactives: at the top dose activity, negative = less viability, hits mostly cytotoxic. hit rate 1.6% among 360,000. AID 686970;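 further: NT is the 2HG producing partner of a matched IDH1 knockdown line; potency means the concentration at half of the fitted maximal effect; 0% = DMSO-treated cells and -100% = media-only wells without cells; nearly all actives have a fitted effect of over 55% in size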
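Fibrosarcoma NT cells, 750 per well in 5% FBS RPMI, were exposed to compound for 48 hours. Viability: CellTiter-Glo luminescence.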
Numbers without * were called inactive; i = inactive; ? = inconclusive; . = not tested or not shown; & = joins results of further samples; [ ] = another dose, or the depositor's remark. Unless noted, the call rests on the fitted dose curve; in most records, active means well fitted curve in the direction sought with a large enough effect; inconclusive means small, poorly fitted or top-dose-only effect, or another doubt; inactive means no such curve, though single readings can be large; an effect the other way counts as inactive or inconclusive.

Screens in order: SW480 rereplic, DRD3 antagonist, IL1B secr inh, KB-3-1 cytotox, GLP1R ag, D3 ag, KB-V1 MDR tox, HT1080 IDH1KD tx, HT1080-NT tox
1. COCC(COCCCNC(=O)Nc1ccc(Br)cc1)OC (stereo not drawn)
→ -4%, 3, 15, 12%, -7%, 9, -4%, 12%, 21%
2. COc1ccc(C(NC(=O)C2CCN(CCOc3ccc(Cl)cc3Cl)CC2)c2ccccn2)cc1 (stereo not drawn)
→ ., -70*, -56*, 0%, 2%, -24, -7%, 21µM*, 23µM*
3. COc1ccc(OC)c2[nH]c(=O)c(CCNS(=O)(=O)c3ccccc3)cc12
→ -5%, 6, -1, 14%, 6%, -2, 16µM*, 16%, -1%
4. O=C(CCC1CCCN(C(=O)CCCc2ccccc2)C1)N1CCN(c2ccccn2)CC1 (stereo not drawn)
→ -10%, 12, -2, -19%, 8%, 4, ?, -13%, -3%
5. Cc1cc(NCCN2CCOCC2)n2nc(C)c(-c3ccccc3)c2n1
→ -8%, 0, -9, 0%, 13%, 5, -26%, -4%[9.24 µM], -7%
6. O=C(Cc1cccc(NC(=O)C2CCCN(C(=O)C3CC3)C2)c1)Nc1ccc(C(=O)N2CCOCC2)cc1 (stereo not drawn)
→ 7%[9.22 µM], 23, -1, 19%, 9%, 13, 8%, 5%, 2%
7. CCN(CC(=O)Nc1ccc(NC(C)=O)cc1)C(=O)CSc1ncnc2sc(C)c(C)c12
→ 4%, -10, 0, -2%, 2%, -8, -13%, -6%, -11%
8. COc1cccc(/C=C/c2ccccn2)c1O
→ -8%, -9, -5, -2%, 7%, 6, 1%, 7%, 0%
9. O=S(=O)(NC(=S)NC1CCCCC1)c1ccccc1
→ 5%, ?, 18, 5%, -4%, -22, ?, -18%, -9%
10. COc1cccc(-c2nc(CS(=O)(=O)CC(=O)NCc3ccc(Cl)cc3)c(C)o2)c1
→ -5%, 4, 18, 0%, -3%, 1, -14%, -1%, 14%
11. CCOC(=O)c1ccc(Cl)c(NC(=O)c2ccc(-c3ccccc3)cc2)c1
→ -1%, 9, -12, ?, -3%, 13, 5%, 18%, 11%
12. CCN(C(=O)COC(=O)/C=C/c1ccco1)c1c(N)n(Cc2ccccc2)c(=O)[nH]c1=O
→ -4%, -8, -5, 5%, 3%, 6, 2%, -3%, -5%
13. Cc1ccc(S(=O)(=O)O)c(C)c1N1CCCC1=O
→ -5%, -29, 23, 14%, 11%, 2, ?, 5%, 5%
14. COC(=O)c1c(NC(=O)c2ccc(C)o2)sc2c1CCCCC2
→ 11%, 10, ?, 0%, ?, 4, ?, -7%, -10%
15. CCN(CC)S(=O)(=O)c1ccc2[nH]cc(C(=O)NCCC3=CCCCC3)c(=O)c2c1
→ 2%, -10, ?, ?, -7%, 1, -1%, 23µM*, ?
16. c1cncc(-c2nc(-c3ccc4c(c3)OCCO4)cs2)c1
→ 7%, -3, -20, -10%, 15%, -5, -2%, 14%, 5%
17. COc1ccc(OCC(=O)OCCN(C)C)cc1
→ 5%, ?, -2, 1%, 5%, -4, ?, 2%, 1%
18. Cc1ccc(N2CC(C(=O)Nc3nnc(SCCN4CCOCC4)s3)CC2=O)cc1 (stereo not drawn)
→ -7%, 0, 27, 1%, 5%, -2, ?, 0%, 1%
19. C[C@H]1CN([C@@H](C)CO)S(=O)(=O)c2ccc(Br)cc2O[C@H]1CN(C)C(=O)CCN1CCCCC1
→ ., 12, 10, 23%, 1%, -1, ?, 5%, 6%
20. CC(C)C[C@@H](CN)NC(=O)c1nc[nH]c1C(=O)N[C@@H](C)C(=O)CNC[C@H](C)NC(=O)c1nc[nH]c1C(=O)N[C@@H](CC(=O)O)C(=O)O
→ -8%, 6, 39, 8%, -3%, 5, ?, 0%, 15%
21. COc1cc(O)c(C(C)=O)c(CC(=O)O)c1
→ -7%, 25, -6, 0%, 5%, 2, -6%, 3%, 1%
22. COCCn1c(COc2cccc(OC)c2)nnc1SCC(=O)N1CCOCC1
→ -6%, 6, 2, -4%, -1%, -16, 5%, -8%, 6%[9.24 µM]
23. NS(=O)(=O)c1ccc(CCNC(=O)CNC(=O)Cc2cccc3ccccc23)cc1
→ -19%, 12, -1, 3%, -3%, 10, ?, 9%, -7%
24. CCOc1ccccc1OCC(=O)Oc1ccc(C)c(C)c1
→ -4%, 16, 11, 5%, 0%, 9, -1%, 12%, 10%
25. O=C1CCCN1CC(CN1CCOCC1)Sc1nnnn1-c1ccccc1 (stereo not drawn)
→ -8%&-1%, ?, 14&11, 1%&10%, 2%&-2%, 6&-4, 17%&-4%, 1%&6%, 5%&8%
26. COc1ccc(-c2cc(C(=O)NCc3cccnc3)no2)cc1OC
→ -14%, 7, -5, 13%, 29%, -2, 21µM*, 0%, 4%
27. NS(=O)(=O)c1cccc(NC(=O)COC(=O)CCC2CCCC2)c1
→ 0%, 7, -3, -10%, -6%, -4, ?, 18%, 6%
28. Cc1ccc(NC(=O)CNc2cc(S(=O)(=O)N3CCOCC3)ccc2NCC2CCCO2)cc1F (stereo not drawn)
→ ?, -5, i, ?, 0%, -11, -7%, 2%, -4%
29. COc1ccccc1C1CC(c2cccs2)=NN1C(=O)CCC(=O)O (stereo not drawn)
→ -9%, 1, 34, -7%, 1%, 4, -9%, 17%, 10%
30. CC(=O)NCCCc1nc2ccccc2n1Cc1cc(C)ccc1C
→ -6%, -2, 65, -4%, 9%, -1, ?, -1%, 4%
31. COc1ccc(OC)c(C2=NOC(C(=O)NCc3cccnc3)C2)c1 (stereo not drawn)
→ 10%, 11, 7, -20%, 4%, -2, -25%, -9%, -9%
32. COc1ccc(OCC2c3cc(OC)c(OC)cc3CCN2C(=O)COc2ccc(Cl)cc2Cl)cc1 (stereo not drawn)
→ ., ., ., -1%, 9%, 7, -22%, ., .
33. Cc1ccc(S(=O)(=O)CCC(=O)OCC(=O)N(C)Cc2ccccc2)cc1
→ -67%, 2, 9, 11%, -6%, 2, ?, 8%, 3%
34. CCCCNC(=O)c1cc(-c2ccc(OC)cc2)on1
→ -11%, -24, 3, -1%, -20%, -2, -3%, 0%, -21%
35. CCOCCCNC(=S)Nc1ccc(S(N)(=O)=O)cc1
→ -1%, 14, 11, -1%, 0%, 6, 19%, 6%, 2%
36. O=C(CCC(=O)NNC(=O)Nc1cccc(Cl)c1)NCc1ccccc1
→ -8%, -5, -4, 4%, -2%, -2, -2%, -3%, -15%
37. COc1ccc2c(c1)CCc1c(C(=O)N(C)c3ccccc3)noc1-2
→ 0%, -5, -19, ?, 13%, 5, -16%, -8%, -1%
38. O=C(Nc1ccccc1C(F)(F)F)c1cc2ncc(CCCl)cn2n1
→ -695%[inhibitor], 6, 48, -1%, 6%, 2, 0%, 9%, 4%
39. Cc1cc(Br)ccc1NC(=O)CN(C)C(=O)c1cccc(S(=O)(=O)N2CCN(C)CC2)c1
→ -14%, 12, 21, 10%, 6%, -4, 12%, -2%, 0%
40. O=[N+]([O-])c1cccc(/C=N/Nc2nccnc2Cl)c1
→ -3%, -5, -12, 8%, -4%, -14, -5%, -24%, ?
41. COc1ccc(-c2cc(C(=O)Nc3ccc(C)c(C)c3)no2)cc1
→ 0%, 26, 15, 5%, 8%, 1, 5%, 18%, 5%
42. COc1ccccc1NC(=S)NNC(=S)Nc1ccc(OC(F)F)cc1
→ -1%, -9, -86*, -18%, 18%, -15, 7%, ?, -7%
43. Cc1cc(Br)ccc1OCc1nc(-c2cccnc2)no1
→ -17%, -6, -20, 0%, -8%, -2, -11%, -19%, -22%
44. C[C@H](CO)N1C[C@H](C)[C@H](CN(C)C(=O)Nc2ccc(-c3cccs3)cc2)OCc2cnnn2CCCC1=O
→ ., 16, -6, 8%, -5%, -11, -12%, 3%, 6%
45. CC(=O)Nc1ccc(-c2ccnc3c2CC(C)(C(=O)NCc2ccncc2)O3)cc1 (stereo not drawn)
→ ., 11, -1, 0%, 6%, -2, 4%, 0%, 12%
46. COC(=O)c1ccc(OC)c(OC)c1Cl
→ -3%, -10, 10, -5%, 8%, 10, 36%, 7%, 12%
47. CCNc1nc(Oc2ccc(C(=O)OC)cc2)nc(SC)n1
→ -20%, 22, 13, 0%, 7%, 5, 2%, 0%, 0%
48. Cc1ccccc1C(=O)N1CCCN(C(=O)c2ccccc2C)CC1
→ -6%, -8, -21, 0%, 2%, 4, 5%, 11%, -1%
49. Cc1oc(/C=N/NS(=O)(=O)c2ccccc2)cc1Br
→ 5%, -5, -1, 2%, -10%, 6, 5%, 13%, 10%
50. O=S(=O)(c1ccccc1)N1CCC(n2cnc3ccccc32)CC1
→ -5%, -8, -2, -3%, 6%, 0, ?, -1%, 6%

Other entries follow:
Screens in order: SW480 rereplic, DRD3 antagonist, IL1B secr inh, KB-3-1 cytotox, GLP1R ag, D3 ag, KB-V1 MDR tox, HT1080 IDH1KD tx, HT1080-NT tox
51. CC1CN(C(=O)COc2ccc3c(-c4ccccc4)cc(=O)oc3c2)CC(C)O1 (stereo not drawn)
→ -6%, 3, 16, -3%, -1%, -2, -7%, 6%, 0%
52. COc1ccc(CNC(=O)CN(Cc2ccccc2F)C(=O)c2csnn2)cc1
→ 8%, 2, 19, 18%, 7%, -3, -4%, -4%, -12%
53. O=C(NCCCN1CCCC1=O)c1ccc(S(=O)(=O)Nc2ccccc2F)cc1
→ -7%, -12, 8, 9%, 3%, -6, 6%, 1%, 5%
54. COc1cccc(OCc2nc(-c3cccc([N+](=O)[O-])c3)no2)c1
→ -3%, 1, ?, -8%, 15%, -1, -9%, 11%, 18%
55. CC(C)(C)c1ccc(C(=O)O/N=C(\N)c2ccccn2)cc1
→ ?, 5, -65*, -10%, -2%, 2, 0%, ?, ?

An unsorted share of the library; any-hit rate near 12%.
